# MT1-MMP act inh – inhibitors of human MT1-MMP activation. P50281. HT1080 RFP-PRO-GFP cells, GFP/RFP ratio fluorescence, overnight; percent of plate control window, DMSO zero. GFP/RFP ratio change, % at 20 µM. 360,000 tested, 0.061% active. AID 651647;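 active means GFP/RFP ratio change of at least 30% with cell ATP level not reduced by more than half and red fluorescence within 50% of control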; further: strong numbers were not always called active
#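 Test system: HT1080 RFP-PRO-GFP cells; Benchmarks: DMSO and RFP-L50D-GFP cell wells; Timing: cells overnight before dosing, compound overnight, 37 °C, 5% CO2; Compound: one 20 µM compound dose with 1% DMSO; Read-out: GFP/RFP fluorescence ratio.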
# SKN-1 block – blocks SKN-1 activity in C. elegans; C. elegans VP596 Pgst-4::GFP/RFP ratio, acrylamide-induced, 24 h; inhibition, % at 21.8 µM; 360,000 tested, 0.49% active; AID 624304;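 active means interference check ratio from 0.5 to 1.5 plus GFP to RFP signal ratio inhibition reaching or exceeding a fixed threshold, cut at about 30% in these data, passing the limit was not always enough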; further: some compounds called inactive have numbers as strong as hits
# Rin1-Abl PPI inh – inhibitors of human Rin1-Abl protein interaction | 360,000 tested, 0.4% active | TR-FRET Rin1/Abl binding, biochemical | inhibition, % at 7.35 µM; in the data active means inhibition above about 5%, passing the limit was not always enough
# CSN inh – inhibitors of human CSN-mediated cullin deneddylation; Q92905; Purified CSN, SCF-Nedd8-OG deneddylation, fluorescence polarization; inhibition, % at 12.5 µM; 360,000 tested, 0.38% active;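 active means pattern-corrected inhibition above about 35%, with an unprinted fluorescence ratio check between 0.5 and 1.5, limit read from the data, passing the limit was not always enough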;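 further: 0% = enzyme with substrate and 100% = substrate without enzyme; some results filed as inactive read as strong as hits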
#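 Assay system: Purified human Csn5 enzyme expressed in HEK293T cells | Amount: Enzyme 0.24 nM | Measured by: Fluorescence polarization readout | Medium: Tris/NaCl/DTT buffer, pH 7.5 | Compound dosing: One concentration, 12.5 µM, 0.25% DMSO | Times: 90 min incubation of compound, enzyme and substrate at room temperature | Control set: no-enzyme wells high, enzyme-with-substrate wells low | Read-out: % inhibition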
# Rpn11 block – Rpn11 (human) deubiquitinase inhibition. O00487. human 26S proteasome, Ub4-pepOG fluorescence polarization; 20S core pre-blocked with epoxomicin. calls only at 20 µM. 360,000 tested, 0.59% active;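 active means inhibition at 20 µM, scaled to each plate's controls, above about 33%, limit read from the data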
# Target sequence (O00487 whole entry, looked up): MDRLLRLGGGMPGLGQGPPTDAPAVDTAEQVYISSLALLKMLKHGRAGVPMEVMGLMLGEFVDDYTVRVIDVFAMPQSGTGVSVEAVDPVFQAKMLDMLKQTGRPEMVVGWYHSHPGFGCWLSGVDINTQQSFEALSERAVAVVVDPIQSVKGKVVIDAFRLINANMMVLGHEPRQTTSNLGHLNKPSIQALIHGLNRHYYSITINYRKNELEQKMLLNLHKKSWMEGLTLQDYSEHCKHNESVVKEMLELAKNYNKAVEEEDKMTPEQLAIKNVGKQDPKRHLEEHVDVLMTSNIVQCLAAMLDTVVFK
# NadD block – blocks S. aureus nicotinate mononucleotide adenylyltransferase | purified NadD enzyme, colorimetric absorbance read-out | inhibition, % at 20 µM | 360,000 tested, 0.78% active | AID 602399; in the data active means inhibition above about 26%; further: some compounds past the cut are filed as inactive
# MLLE-PAM2 inh – inhibitors of microRNA-mediated deadenylation, human PABP1 MLLE binding; inhibition, % at 20 µM; 360,000 tested, 0.36% active; GST-MLLE / FITC-PAM2 fluorescence polarization; AID 588489; in the data active means inhibition above about 35%, passing the limit was not always enough;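 further: plate controls were DMSO wells with GST-MLLE for no effect and wells lacking GST-MLLE protein for full effect; some results filed as inactive read as strong as hits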
# Neddyl block – inhibitors of human cullin neddylation; 360,000 tested, 0.58% active; calls only at 25 µM; TR-FRET cullin neddylation, biochemical; in the data active means inhibition above about 36%
# Target sequence (P61081 whole entry, looked up): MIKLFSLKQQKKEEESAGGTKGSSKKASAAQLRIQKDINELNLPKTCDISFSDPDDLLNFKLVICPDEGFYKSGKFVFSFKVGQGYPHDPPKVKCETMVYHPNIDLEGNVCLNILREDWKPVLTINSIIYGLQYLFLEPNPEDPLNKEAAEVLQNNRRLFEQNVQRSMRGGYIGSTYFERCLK
# Target sequence (Q13564 whole entry, looked up): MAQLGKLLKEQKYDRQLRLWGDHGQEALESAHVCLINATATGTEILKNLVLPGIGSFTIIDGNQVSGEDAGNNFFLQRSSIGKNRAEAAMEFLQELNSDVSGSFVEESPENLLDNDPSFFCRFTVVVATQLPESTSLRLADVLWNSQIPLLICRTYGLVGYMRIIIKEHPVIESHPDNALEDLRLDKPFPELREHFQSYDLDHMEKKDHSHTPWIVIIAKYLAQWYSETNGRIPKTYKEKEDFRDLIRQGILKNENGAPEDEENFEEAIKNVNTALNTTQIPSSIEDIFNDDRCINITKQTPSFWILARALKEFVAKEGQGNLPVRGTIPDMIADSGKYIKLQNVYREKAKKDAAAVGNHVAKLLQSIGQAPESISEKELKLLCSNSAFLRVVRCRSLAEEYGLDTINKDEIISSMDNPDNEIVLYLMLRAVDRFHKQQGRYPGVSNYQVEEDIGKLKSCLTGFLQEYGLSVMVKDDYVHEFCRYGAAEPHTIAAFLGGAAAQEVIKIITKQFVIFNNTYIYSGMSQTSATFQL
# FAS TE block – inhibitors of human fatty acid synthase thioesterase domain; 360,000 tested, 0.67% active; inhibition, % at 15 µM; P49327; recombinant FAS-TE, OMFH fluorogenic substrate, fluorescence endpoint; AID 602261;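 active means compounds whose normalised, plate-corrected inhibition of enzyme fluorescence in the single-dose primary screen is 50% or more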;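 further: 0% = DMSO with enzyme and 100% = substrate without enzyme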
# * hit, by the source's call; i = inactive; nt = no result given.
# Results follow in this order: NadD block, FAS TE block, CSN inh, MT1-MMP act inh, MLLE-PAM2 inh, Neddyl block, Rpn11 block, SKN-1 block, Rin1-Abl PPI inh
1) CCOc1ccc(-c2noc(CCC(=O)NC3CCCCC3)n2)cc1OC
    -5.3, -3.8, -1.6, -2.4, 3.1, i, i, -7.6, -1.5
2) CCC1CCC2(CC1)NC(CO)(CO)CO2 (stereo unspecified)
    -4.5, -5.3, -4.0, 2.4, -1.9, i, i, -2.4, -2.0
3) Cc1ccc2nc(SCC(=O)NCc3ccco3)c(C#N)cc2c1
    1.2, -1.3, -2.4, 6.3, 6.9, i, i, -13.8, -3.1
4) COc1cc(O)ccc1/C=N/NC(=O)c1ccc([N+](=O)[O-])cc1
    11.6, 4.8, 1.9, 3.1, 6.7, i, i, 8.5, 1.8
5) c1ccc(NC2=Nc3ccccc3CC2)cc1
    0.8, -0.5, 0.6, 3.9, 10.8, i, i, 5.9, 0.1
6) CC1CCCC(NC(=O)Cn2cc([N+](=O)[O-])ccc2=O)C1C (stereo unspecified)
    -5.7, 18.6, 1.7, -4.1, -11.8, i, i, 7.9, -1.4
7) CC1CCCN(CCCN2C(=O)C3C(C(=O)Nc4ccc(Cl)cc4)C4C=CC3(O4)C2C(=O)NC2CCCCC2)C1 (stereo unspecified)
    -4.6, -5.2, -1.2, 2.5, 6.6, i, i, -23.2, 0.7
8) CC1(C(=O)NCc2cccs2)CCN1C(=O)Cc1cccc2ccccc12 (stereo unspecified)
    -1.8, -4.2, -1.2, 2.1, 3.2, i, i, 14.4, 0.2
9) CC12CCC(C(=O)NCc3ccccc3)(OC1=O)C2(C)C (stereo unspecified)
    -6.8, -5.9, 0.5, -3.5, -0.7, i, i, -34.2, -0.3
10) COC(=O)c1cccc(NC(=O)CC2C(=O)NCCN2C(=O)c2ccc(F)cc2F)c1 (stereo unspecified)
    -7.5, -7.3, 0.8, 1.0, -2.2, i, i, -4.8, 0.6
11) O=c1[nH]c(=O)c2nc(-c3ccc(Cl)cc3)cnc2[nH]1
    -2.5, 1.3, -9.0, 3.6, -0.7, i, i, 13.8, 0.8
12) CC1CCCCC1NC(=O)COC(=O)CCC(=O)c1cccs1 (stereo unspecified)
    1.8, -0.9, -4.1, -0.4, 11.0, i, i, 0.4, 3.6
13) CCOC(=O)c1ccc(NC(=O)C2CC3CCC2C3)cc1 (stereo unspecified)
    -10.7, 11.9, 4.0, 0.8, -12.0, i, i, 20.4, -4.4
14) FC(F)(F)c1ccc(Oc2ccc3ccccc3c2Br)nc1
    13.8, 31.3, 1.2, -6.7, -3.9, i, i, 15.9, -3.2
15) CC1CCCN(CC(=O)Nc2ccc(S(=O)(=O)N3CCCCC3)cc2)C1 (stereo unspecified)
    -2.9, 4.7, -2.2, 0.6, 2.2, i, i, 5.2, 2.0
16) COc1ccc2[nH]cc(CCNC(=O)COc3ccc4ccc(=O)oc4c3)c2c1
    -0.5, -0.6, 3.3, -0.3, 12.7, i, i, -5.7, -1.5
17) CC(=O)Nc1ccc(NC(=O)c2cc(-c3cc(C)c(C)cc3O)n[nH]2)cc1
    -7.0, -2.6, 7.3, 5.7, 9.5, i, i, -5.1, 1.6
18) COc1cc(CNc2ncnc3c2ncn3[C@H]2CN(Cc3ccco3)C[C@@H](CO)O2)cc(OC)c1OC
    4.3, 0.9, 2.0, 2.2, 22.7, i, i, -3.5, -2.4
19) C[C@]12C(=O)N(c3cccc(Cl)c3)C(=O)N1[C@@H]1c3ccccc3OC[C@@H]1[C@H]2c1ccccc1
    5.6, 57.9*, -2.7, 1.2, -2.8, i, i, -9.3, -0.4
20) Clc1ccc(Cn2ncc3c(N4CCN(c5ccccc5)CC4)ncnc32)cc1
    8.3, 24.3, 2.4, -25.6, -1.1, i, i, 4.4, -1.7
21) CC1=C(C(=O)N2CCOCC2)CC(CC(=O)NCCN2CCOCC2)C(=O)N1CCC1=CCCCC1 (stereo unspecified)
    7.8, -8.3, 7.3, 2.1, 8.3, i, i, -10.3, 0.6
22) CCCCOCCCNC(=O)C[C@@H]1C[C@@]2(C(=O)OC)CC(C)(C)CC=C2N(Cc2ccc3c(c2)OCO3)C1=O
    nt, nt, -4.6, -2.8, nt, i, nt, -8.6, nt
23) COc1ccc(CC(=O)NNC(=S)NC(=O)c2cccnc2)cc1
    -1.2, -3.1, -0.2, 1.4, 26.2, i, i, -4.1, 6.8*
24) COc1cccc(/C=N/NC(=O)CN(CCc2ccccc2)S(=O)(=O)c2ccc(NC(C)=O)cc2)c1
    -1.7, 12.6, 5.9, -3.6, -3.0, i, i, 0.1, -1.2
25) Cc1ccccc1OCC(=O)OCC(=O)Nc1ccc2c(c1)OCO2
    0.2, -6.4, -3.3, -2.3, 7.5, i, i, -0.1, -2.3
26) Fc1ccc(OCc2nn3c(Cn4nnc5ccccc54)nnc3s2)cc1
    -0.2, -3.5, 1.1, 0.3, 25.1, i, i, 11.4, -2.0
27) O=C(c1cccc(NC2=NC3CS(=O)(=O)CC3S2)c1)N1CCN(c2ccc(F)cc2)CC1 (stereo unspecified)
    1.6, -5.8, -2.7, 1.0, -95.1, i, i, -10.0, 1.3
28) CCN(CC)S(=O)(=O)c1cc(NC(=O)CN2CCN(c3ccccn3)CC2)ccc1C
    -2.6, 6.8, 5.5, 0.8, -15.4, i, i, -2.4, 3.1
29) CC(=O)N1N=C(c2ccc(Cl)cc2)OC1(C)C
    -0.2, -6.5, 0.7, 1.8, 0.0, i, i, -8.6, -1.8
30) O=S(=O)(NC1CCSc2ccccc21)c1ccccc1 (stereo unspecified)
    -4.7, 3.4, 4.3, -2.0, 15.2, i, i, 3.4, 2.8

# The last 2 records of the section above are carried over, then new ones follow:
# Results follow in this order: NadD block, FAS TE block, CSN inh, MT1-MMP act inh, MLLE-PAM2 inh, Neddyl block, Rpn11 block, SKN-1 block, Rin1-Abl PPI inh
29) CC(=O)N1N=C(c2ccc(Cl)cc2)OC1(C)C
    -0.2, -6.5, 0.7, 1.8, 0.0, i, i, -8.6, -1.8
30) O=S(=O)(NC1CCSc2ccccc21)c1ccccc1 (stereo unspecified)
    -4.7, 3.4, 4.3, -2.0, 15.2, i, i, 3.4, 2.8
31) CC(C)C(C(=O)NC1CCCC1)N1CCN(c2ncccc2C#N)CC1 (stereo unspecified)
    nt, nt, -11.1, -6.7, nt, i, nt, 1.7, nt
32) COc1cccc(-c2cc3nc(NCCCN(C)C)n(C)c(=O)c3s2)c1
    0.5, -5.1, 8.1, 6.4, 5.5, i, i, -6.1, -6.1
33) COC(=O)c1sc(SC)c(-c2ccon2)c1C
    -7.0, 14.0, -7.2, 1.0, -0.3, i, i, -2.2, -1.3
34) CS(=O)(=O)N1CCC(C(=O)NCC2CCCO2)CC1 (stereo unspecified)
    2.2, -8.8, 3.2, -5.4, 6.1, i, i, 1.3, 3.4
35) CCCCC1CCCOC(C(=O)NCCNCCO)(C(F)(F)F)C1 (stereo unspecified)
    -5.3, -10.1, 4.3, 1.4, 4.6, i, i, 4.8, 0.3
36) CCOc1ccc(NC(=O)c2ccc(F)c(S(=O)(=O)N3CCCC3)c2)cc1
    1.1, 6.4, 2.5, -8.0, -0.8, i, i, 3.8, -6.4
37) Cc1ccc(-c2nc(C=Nc3cccc(C)c3)c(O)o2)cc1
    -4.5, -3.7, 3.5, 0.8, -7.1, i, i, 5.6, 1.0
38) CC1(C)CC(=O)C2=C(C1)N(CCN1CCOCC1)C1=C(C(=O)CC(C)(C)C1)C2c1cccc(F)c1
    1.6, -2.8, 7.3, 2.8, -10.0, nt, i, 9.8, 0.1
39) CCC(C)(C)C1CCC2(CC1)NC(=O)N(CC(=O)Nc1nc(-c3ccc(C)cc3)cs1)C2=O (stereo unspecified)
    17.5, -0.8, -4.1, -0.2, -10.3, i, i, 17.3, 1.7
40) Cc1cc2cc3c(cc2nc1SCC(=O)N1c2ccccc2CC1C)OCO3 (stereo unspecified)
    16.2, 23.9, -2.1, -6.3, -6.8, i, i, 20.4, 0.1
41) CC(C)C(NS(=O)(=O)c1ccccc1)C(=O)N1CCCCCC1 (stereo unspecified)
    -7.0, -5.4, -1.0, 0.1, -1.0, i, i, 10.6, 1.4
42) Cc1cccn(Cc2c(F)cccc2Cl)c1=O
    -8.2, -5.2, 1.5, -5.7, 14.5, i, i, 11.3, -0.1
43) COc1ccc(/C=C2\SC(N)=NC2=O)cc1
    2.6, -3.0, -1.9, -1.2, -0.2, i, i, -10.9, -6.6
44) CC1=C(C(=O)OC(C)C)C(c2c(O)ccc3ccccc23)NC(=O)N1 (stereo unspecified)
    3.2, -2.9, -2.2, 3.5, 5.1, i, i, 12.9, -3.7
45) Cc1cccc(C)c1OCc1cc(C(=O)N2CCN(c3ccc(F)cc3)CC2)no1
    -6.7, 19.8, -1.4, -8.0, -3.1, i, i, 21.7, -0.2
46) COc1cc(C)c(NC(=O)c2cccc(S(=O)(=O)N3CCCC3)c2)cc1OC
    0.8, -0.8, -4.5, -2.0, -40.1, i, i, 18.4, 2.7
47) O=C1C2CC=CCC2C(=O)N1Nc1ccccc1 (stereo unspecified)
    3.4, -0.5, 1.5, 1.9, 6.6, i, i, -8.8, 7.6
48) COc1ccc(C(=O)n2c(N)nc3ccccc32)cc1OC
    4.3, -2.5, 0.9, 6.5, 3.8, i, i, 5.9, 1.6
49) C=CCN(C(=O)c1ccc2snnc2c1)c1ccccc1
    -7.9, -3.7, -2.9, 0.9, -5.8, i, i, 2.8, 0.4
50) Cc1noc(C)c1COC(=O)c1ccc2c(c1)OCCO2
    -3.3, -10.5, 0.8, 5.0, 12.6, i, i, 1.5, 2.7
51) Cc1ccc(NC(=O)c2cc(S(=O)(=O)N3CCc4ccccc43)cn2C)cc1
    -0.6, 32.8, 0.3, 6.5, 11.9, i, i, -10.7, 1.7
52) O=C(NCC1CC1)C1(S(=O)(=O)c2ccccc2)CC=CC1
    -7.0, -11.9, 2.7, 0.1, 0.2, i, i, 5.3, 1.0
53) CC(C)n1c(C(F)(F)F)nc2cc(C(=O)N3CCC(O)CC3)ccc21
    1.2, -7.2, 3.0, -1.0, 2.8, i, i, -15.0, -2.1
54) O=C(Nc1ccnn1C1CCN(Cc2ccc(O)c(Cl)c2)CC1)C1CCCC1
    -3.5, -4.4, -2.9, -4.7, -4.0, i, i, -13.6, -2.9
55) N#CCC(=O)NC1CCC(CC2CCC(NC(=O)CC#N)CC2)CC1 (stereo unspecified)
    -2.5, -3.5, -0.9, -0.6, 2.6, i, i, -6.0, 4.1
56) CC(=O)Nc1ccc(NC2=CC(=O)CC(C)(C)C2)cc1
    -2.2, -4.6, 1.0, 6.1, -5.0, i, i, -9.9, -0.4
57) COc1ccc(NC(=O)CC2C(=O)N(C)C(=S)N2Cc2ccncc2)cc1 (stereo unspecified)
    -5.5, -0.6, -0.6, -3.8, -3.2, i, i, -9.6, 0.8
58) O=C(c1cccc(Cl)c1)N1CCC(=O)N([C@H](COCc2ccccc2)Cc2ccccc2)CC1
    -4.9, 13.4, -3.5, -1.7, nt, i, nt, -7.6, nt
59) CC(CCc1ccccc1)NC(=O)c1nnc(Cc2ccc(Cl)cc2)o1 (stereo unspecified)
    -3.0, 19.3, -5.1, nt, 11.1, i, i, -1.2, 0.7
60) Cc1cc(NC(=O)CCC(=O)N(Cc2ccccc2)C(C(=O)NC2CCCC2)c2ccc(C)o2)no1 (stereo unspecified)
    -4.8, -0.5, 1.9, -1.4, 10.4, i, i, 24.4, 0.8
61) C=CCn1c(-c2ccc(Cl)cc2)cnc1SC(C)C(=O)NC(N)=O (stereo unspecified)
    3.7, -0.6, -6.3, -5.7, -106.8, i, i, 5.4, -4.8

# Bioassay records: PubChem, several laboratories
